DAX1 inh-1: blocks DAX1 repression of SF-1 activated StAR promoter | hit rate 1.1% among 370,000 | inhibition, % at 6.8 µM | HEK293T StAR-luciferase reporter, SF-1/DAX-1 repression relief | AID 652010;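 active = inhibition above the mean over all tested compounds plus 3 SD, cut at about 3.6% in these data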;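 also: 0% = DAX-1 cells with DMSO and 100% = cells lacking DAX-1 with DMSO; higher inhibition means more luminescence from relief of DAX-1 repression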
SMARCA2 act: increases SMARCA2 function in MMTV reporter cells; activation, % at 9.1 µM; AID 652017; hit rate 1% among 370,000; MG213 cells, MMTV-luciferase reporter, dexamethasone, overnight; in the data active = activation above about 7.8%;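 also: 0% = vehicle wells and 100% = reference activator wells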
PLC-beta3 inh: inhibitors of human phospholipase C beta3; Purified PLC-beta3, fluorogenic substrate, fluorescence; hit rate 0.18% among 370,000; inhibition, % at 12.2 µM; Q01970; in the data active = inhibition above about 11%;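 also: 0% = median of compound wells on plate and 100% = full blocker control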
Target sequence (Q01970 whole entry, looked up): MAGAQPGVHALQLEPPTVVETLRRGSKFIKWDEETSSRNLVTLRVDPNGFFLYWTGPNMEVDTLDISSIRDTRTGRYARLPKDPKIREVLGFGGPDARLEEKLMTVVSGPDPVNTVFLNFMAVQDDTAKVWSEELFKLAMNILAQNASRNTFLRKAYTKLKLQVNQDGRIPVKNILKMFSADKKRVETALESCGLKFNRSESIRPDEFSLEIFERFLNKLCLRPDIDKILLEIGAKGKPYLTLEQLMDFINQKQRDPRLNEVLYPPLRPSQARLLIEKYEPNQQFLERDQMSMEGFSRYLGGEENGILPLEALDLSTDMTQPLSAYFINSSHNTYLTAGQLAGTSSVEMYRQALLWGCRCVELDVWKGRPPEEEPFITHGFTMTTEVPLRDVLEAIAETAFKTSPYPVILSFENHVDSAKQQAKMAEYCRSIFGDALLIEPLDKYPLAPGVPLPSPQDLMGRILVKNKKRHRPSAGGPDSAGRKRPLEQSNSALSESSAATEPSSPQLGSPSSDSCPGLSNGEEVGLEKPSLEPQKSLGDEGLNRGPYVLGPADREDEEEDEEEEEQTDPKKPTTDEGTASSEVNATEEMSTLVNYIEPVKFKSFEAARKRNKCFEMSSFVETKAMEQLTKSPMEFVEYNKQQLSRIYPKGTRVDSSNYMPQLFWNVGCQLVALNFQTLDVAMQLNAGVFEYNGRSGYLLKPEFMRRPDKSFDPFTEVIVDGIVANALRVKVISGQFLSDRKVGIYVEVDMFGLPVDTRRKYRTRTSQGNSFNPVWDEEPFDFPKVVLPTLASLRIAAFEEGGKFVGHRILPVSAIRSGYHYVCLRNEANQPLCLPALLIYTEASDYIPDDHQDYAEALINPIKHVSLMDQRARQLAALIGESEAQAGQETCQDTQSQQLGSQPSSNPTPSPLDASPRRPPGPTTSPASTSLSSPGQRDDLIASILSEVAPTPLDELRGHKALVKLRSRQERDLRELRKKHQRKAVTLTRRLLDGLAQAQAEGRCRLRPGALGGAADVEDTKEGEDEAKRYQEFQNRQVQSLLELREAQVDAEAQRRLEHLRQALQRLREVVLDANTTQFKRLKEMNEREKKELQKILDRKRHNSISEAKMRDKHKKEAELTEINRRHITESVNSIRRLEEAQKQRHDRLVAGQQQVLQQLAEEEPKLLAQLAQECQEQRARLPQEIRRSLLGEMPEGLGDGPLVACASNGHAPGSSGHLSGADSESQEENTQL
PG9 Ab binder: binds the HIV-1 gp120 antibody PG9. TR-FRET gp120-PG9 antibody binding. hit rate 0.43% among 360,000. inhibition, % at 6.7 µM; in the data active = inhibition above about 8.5%
NR1D1 modulator: Rev-erb alpha (human) modulation; hit rate 0.79% among 370,000; activity, % at 10 µM; Rev-erbα–FITC-DNA binding, fluorescence polarization, 90 min;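 active = activity above about 14%, limit read from the data; passing the limit was not always enough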;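 also: 0% = DMSO wells with 35 nM protein and 100% = DMSO wells with 750 nM protein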
DAX1 inh-2: NR0B1 (DAX1) inhibition | inhibition, % at 6.75 µM | HEK293 Gal4-DAX1 luciferase reporter, luminescence | hit rate 0.99% among 340,000 | P51843 | AID 504766;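 active = inhibition above the mean over all tested compounds plus 3 SD, cut at about 4.2% in these data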;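 also: 0% = DAX1-transfected cells with DMSO and 100% = empty-vector control cells with DMSO; inhibition shows as a rise in luminescence from relieved DAX1 repression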
FXN GAA850 act: frataxin GAA850 promoter activation; HEK293 lucGAA850 FXN promoter luciferase reporter, 24 h; percent of 10 µM SAHA response; activation, % at 6 µM; hit rate 0.56% among 360,000; AID 540364;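 active = activation above the average of all compounds screened plus 3 SD, cutoff fixed separately per campaign, cut at about 7.5% in these data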;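 also: 0% = DMSO wells and 100% = 10 µM SAHA wells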
ssDAF-12 act: activators of S. stercoralis DAF-12 nuclear receptor | HEK293 ssDAF-12/GRIP1 lit1-tk-luc reporter, luminescence; % of 3 µM dafachronic acid response | activation, % at 6.8 µM | hit rate 1% among 370,000 | AID 652126;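 active = activation above the mean over all tested compounds plus 3 SD, cut at about 0.9% in these data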;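 also: 0% = DMSO-only wells and 100% = 3 µM delta7-dafachronic acid wells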
hgDAF12 agonist: hgDAF-12 agonism, primary luciferase screen | HEK293 GAL4-hgDAF12 UAS-luciferase reporter, agonist luminescence; normalized to butyrate control | activation, % at 6.8 µM | hit rate 1.8% among 370,000;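 active = activation above a cutoff set at the mean of all screened compounds plus 3 SD, cut at about 10% in these data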;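 also: 0% = DMSO wells and 100% = sodium butyrate wells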
hcDAF-12 act: activators of H. contortus DAF-12 nuclear receptor. HEK293 hcDAF-12 lit1-tk-luc reporter, luminescence; 0% DMSO, 100% Δ7-dafachronic acid. activation, % at 6.8 µM. hit rate 1.4% among 370,000;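 active = activation above the mean of all tested compounds plus 3 SD, cut at about 5.5% in these data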;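 also: 100% = response to 3 µM Δ7-dafachronic acid high control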
HGIII-sPLA2 inh: Inhibits HGIII-sPLA2 liposome hydrolysis, primary screen. Q9NZ20. hit rate 0.56% among 370,000. QFRET BODIPY PC-A2 liposome hydrolysis, fluorescence. inhibition, % at 12.2 µM;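 active = inhibition above mean plus 3 SD of compounds lying within the high and low control bounds, cut at about 19% in these data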;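 also: 0% = median of test compound wells and 100% = no enzyme DMSO wells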
* marks the source's active call; other numbers are inactive results; i = inactive; . = not tested or not shown.

| smiles | DAX1 inh-1 | SMARCA2 act | PLC-beta3 inh | PG9 Ab binder | NR1D1 modulator | DAX1 inh-2 | FXN GAA850 act | ssDAF-12 act | hgDAF12 agonist | hcDAF-12 act | HGIII-sPLA2 inh |
| --- | --- | --- | --- | --- | --- | --- | --- | --- | --- | --- | --- |
| O=S(=O)(Nc1ccc(C(O)(C(F)(F)F)C(F)(F)F)cc1)c1cccc2ccccc12 | 0.7 | -2 | -2 | 0.2 | -2 | . | 0.1 | -1.0 | 6.9 | 0.1 | -166 |
| CCOc1ccc(N(CC(=O)N2CCN(c3ccccc3F)CC2)S(=O)(=O)c2c(C)noc2C)cc1 | 0.7 | -1 | -1 | 0.0 | -1 | -0.3 | 0.7 | -1.0 | 1.2 | -1.2 | -1 |
| Cc1c(NC(=O)c2ccccc2N(C)S(=O)(=O)c2ccccc2)c(=O)n(-c2ccccc2)n1C | -0.1 | 0 | -1 | 0.2 | -2 | 0.0 | -2.1 | -1.5 | -4.6 | -1.4 | 6 |
| COc1ccc(C(=O)NC2CCN(C(=O)NCc3ccccc3)CC2)cc1 | 0.0 | -2 | -6 | 2.5 | 1 | 0.1 | 0.5 | -0.8 | -0.5 | -2.5 | 5 |
| CCOC(=O)[C@H]1[C@H]2COc3ccc(C)cc3[C@@H]2N2C(=O)c3ccc(F)cc3NC(=O)[C@@]12C | 0.0 | 0 | -4 | -1.4 | -5 | -0.3 | -5.4 | -1.4 | -0.7 | -1.9 | -2 |
| Cc1ccc(F)cc1CNC(=O)C1CCC(=O)N(CC2CCCCC2)C1 (stereo not drawn) | 0.0 | -2 | -7 | -1.3 | 3 | -0.8 | 0.3 | -1.5 | 1.5 | -1.1 | -3 |
| CCOc1ccc(CN2CCC(n3nccc3NC(=O)c3ccccc3OC)CC2)cc1 | 0.8 | 0 | -4 | -3.6 | -1 | -0.2 | 0.4 | -1.1 | -1.6 | -0.6 | -8 |
| COc1ccc(NC(=S)Nc2ccc(OC(F)F)cc2)cn1 | 0.1 | -3 | 1 | 0.6 | 1 | 0.9 | -2.2 | -0.6 | -2.8 | -2.4 | -4 |
| Cc1ccc(NC(=O)Cn2cnc3c(cnn3C(C)(C)C)c2=O)cc1 | -0.1 | 0 | 4 | 0.0 | 0 | -0.6 | 0.5 | -1.4 | 0.7 | -2.0 | -6 |
| CC(=O)/C(=C\N(C)C)Sc1ccc(Cl)cc1 | -0.1 | 1 | -8 | -1.7 | -3 | 1.8 | -1.5 | -0.4 | -0.8 | -1.0 | -9 |
| N/C(Cc1ccc(Cl)cc1Cl)=N\OC(=O)Cc1ccc(Cl)cc1 | -0.2 | -2 | 2 | -0.3 | -1 | -0.3 | 0.5 | -1.7 | 3.6 | -0.1 | 0 |
| CCOC(=O)N1CCN(C(=O)Nc2ccc3nc(-c4ccccn4)c(-c4ccccn4)nc3c2)CC1 | -0.1 | 2 | i | -1.0 | -8 | -0.1 | -1.4 | -1.1 | 0.1 | -2.0 | 0 |
| Cc1ccc(S(=O)(=O)Cc2ccc(C(=O)N3CCN(c4ccc(F)cc4)CC3)o2)cc1 | -0.2 | -1 | -3 | -2.6 | 0 | -0.8 | -0.9 | -0.4 | -0.2 | -2.6 | -4 |
| Cc1cc(SCC(=O)OC(C)C(=O)N(C)c2ccccc2)nc2ccccc12 (stereo not drawn) | -0.4 | -1 | -9 | 0.8 | 1 | -1.5 | 2.2 | -1.3 | 3.7 | -1.4 | -12 |
| CCCCNC(=O)CCCCCNS(=O)(=O)c1ccc(Br)cc1 | -0.3 | -5 | -3 | 0.3 | 5 | -2.8 | 0.2 | -0.9 | 1.2 | 0.3 | -2 |
| O=C(NCCN1CCOCC1)c1cc2n(n1)C(C(F)(F)F)CC(c1ccc(F)cc1)N2 (stereo not drawn) | -0.4 | -2 | -2 | -1.8 | 2 | 0.0 | -0.1 | -1.2 | -0.6 | 0.6 | 1 |
| COC(=O)c1ccccc1NC(=O)CSc1n[nH]c(CC(C)C)n1 | -0.7 | 0 | -1 | 0.3 | -3 | 0.4 | -2.4 | -1.4 | -3.1 | -2.0 | 2 |
| COc1ccccc1CNC(=O)C1CCCN(S(=O)(=O)c2cccc3nsnc23)C1 (stereo not drawn) | -0.6 | -1 | -10 | -1.7 | -1 | 0.1 | -0.2 | -1.6 | 0.3 | -1.1 | 3 |
| Clc1ccc(CN(CC2CCCO2)C(c2cccs2)c2nnnn2C2CCCC2)cc1 (stereo not drawn) | -1.1 | -3 | 2 | 1.5 | 3 | -0.6 | 3.9 | -1.1 | 1.0 | -2.4 | 6 |
| CCOC(=O)C1=C(C)NC2=C(C(=O)C(C(=O)OCC)C(c3cccc(OC)c3)C2)C1c1ccccn1 (stereo not drawn) | 0.3 | -3 | -232 | -0.4 | -1 | -0.4 | 1.2 | -1.1 | 0.0 | -1.9 | -3 |
| Cc1ccsc1C1CC(=O)NC2=C1C(=O)CC(C)(C)C2 (stereo not drawn) | -0.8 | 0 | 3 | -2.2 | 2 | 0.2 | 0.4 | -1.0 | 1.8 | -2.8 | 4 |
| Cc1ccc(N(C(=O)c2csnn2)C(C(=O)NC2CCCC2)c2cccnc2)cc1 (stereo not drawn) | 0.4 | 8 | 0 | -1.9 | 0 | -0.8 | 0.6 | -0.8 | -1.3 | 0.6 | 1 |
| COc1ccc(/C=C(\C#N)c2c[nH]c3ccccc23)cc1 | -0.9 | -1 | -174 | -2.6 | -2 | 0.1 | 0.2 | -0.6 | 7.7 | 4.2 | -19 |
| O=C(O)c1cccc2c1C(=O)N(C1CCCC1)C2 | -0.1 | 1 | -4 | -1.4 | 2 | 3.0 | 2.2 | -0.9 | 0.5 | -0.7 | 1 |
| O=C(Cc1coc2ccc3ccccc3c12)Nc1nnc(C2CC2)s1 | -1.4 | -2 | -8 | 5.5 | -2 | -2.6 | -6.6 | 0.0 | -5.8 | 1.1 | -13 |
| Cc1ccc(N(CCC#N)C(=O)COC(=O)c2nc3nc(C)cc(C)n3n2)cc1 | -1.7 | -2 | -4 | -0.1 | -4 | 1.1 | -0.5 | -0.8 | -0.3 | -0.1 | 4 |
| O=C(COc1ccc(F)cc1Cl)Nc1ccc(S(=O)(=O)Nc2nccs2)cc1 | 0.8 | 3 | -7 | -2.4 | 3 | 0.4 | 2.5 | -1.0 | 0.4 | 0.0 | -37 |
| CC1Cc2ccccc2N1C(=O)COC(=O)c1cccnc1Cl (stereo not drawn) | -0.6 | -1 | 4 | -0.2 | -2 | 0.4 | -0.7 | -1.9 | -0.5 | 1.9 | -6 |
| Cc1ccc(C(=O)N(CC(C)C)c2nc3ccccc3s2)o1 | -0.3 | -1 | -8 | 1.6 | -3 | -0.5 | 0.7 | -1.6 | -0.2 | 2.3 | 6 |
| Cc1c(NC(=O)/C=C/c2ccc(S(=O)(=O)N3CCOCC3)cc2)c(=O)n(-c2ccccc2)n1C | -0.2 | -6 | 3 | -3.0 | -1 | 0.2 | 1.4 | -1.1 | 1.6 | -0.3 | 4 |
| C(=C\c1ccccc1)/CNCC1CCCO1 (stereo not drawn) | -0.3 | -2 | -6 | 0.2 | 6 | 0.5 | 0.5 | 1.6* | 7.0 | 2.7 | 0 |
| CCC(CC)C(=O)N(C)c1c(C)nc2c(OCc3cc(Cl)cc(Cl)c3)cccn12 | -1.2 | -5 | -21 | 1.1 | -12 | . | -3.6 | -2.2 | -3.4 | -2.5 | -8 |
| COc1ccc(C2CC(c3cccs3)=NN2C(=O)CCCC(=O)O)cc1OC (stereo not drawn) | -0.3 | -1 | -3 | 0.8 | 0 | -0.9 | 0.0 | -1.1 | 1.3 | -0.2 | 3 |
| CCOc1ccc2[nH]c3c(NCCN(CC)CC)ncnc3c2c1 | 0.3 | 3 | -343 | -0.5 | -5 | -0.1 | -0.7 | -1.1 | 0.7 | 0.5 | 20* |
| C[C@]12c3[nH]c4cc(-c5ccco5)ccc4c3CCN1C(=O)[C@@H](CC(=O)NCCN1CCOCC1)C[C@@H]2C(=O)N1CCCCC1 | 0.0 | 0 | -317 | -2.2 | -1 | -1.1 | 2.0 | -0.8 | 1.0 | 1.8 | -11 |
| CN(Cc1ccc(F)cc1)C(=O)CCc1nnc(-c2ccccc2)o1 | 0.3 | 2 | 2 | 0.6 | -3 | 1.5 | 3.7 | 0.2 | 7.6 | 1.8 | -3 |
| Nc1ccc2c(c1)sc1ccccc12 | 1.9 | 5 | -6 | -1.1 | -3 | 0.7 | 3.6 | -1.0 | 11* | 2.6 | 5 |
| Cc1c(NC(=O)C2CCCN(S(=O)(=O)c3cccc4ccccc34)C2)c(=O)n(-c2ccccc2)n1C (stereo not drawn) | -1.1 | 1 | 0 | . | 0 | . | . | -1.1 | -0.8 | -4.0 | -1 |
| COc1cc(/C=N/N2CCN(Cc3ccccc3)CC2)cc(OC)c1OC | -0.2 | -2 | -2 | -3.4 | -11 | 0.6 | 0.1 | -1.6 | 1.1 | -0.2 | 2 |
| CCCCSc1nc2ccccc2n1CC(=O)O | 0.3 | -1 | 1 | -0.9 | 2 | 0.5 | -1.4 | -0.7 | -0.2 | 0.1 | 1 |
| O=C(NCCc1c[nH]c2ccccc12)/C(=C/c1cccnc1)NC(=O)c1ccccc1 | -0.5 | 5 | 1 | -2.0 | 2 | -0.1 | 2.4 | -0.8 | 6.2 | -0.3 | -35 |
| COc1cccc(CN(C)S(=O)(=O)c2ccccc2Br)c1 | 0.9 | -1 | 1 | -1.6 | 3 | -0.6 | -0.4 | -0.9 | 2.5 | 2.0 | -4 |
| COc1ccc(-c2noc(CSc3nc(N)cc(=O)[nH]3)n2)cc1 | -1.4 | -2 | -4 | 0.0 | 1 | 0.0 | 1.4 | -2.3 | -3.2 | -3.0 | -4 |
| CC(C)(C)c1ccc(C(O)c2ncc(-c3ccccc3Cl)[nH]2)cc1 (stereo not drawn) | -0.4 | 2 | 2 | -1.0 | 3 | . | -0.3 | -1.3 | 2.3 | -0.1 | -3 |
| COc1ccc(C(=O)CCC(=O)N2CCN(c3ccccc3)CC2)cc1 | -0.8 | 0 | 4 | 0.4 | -8 | 0.9 | 1.8 | -1.5 | -1.5 | -3.2 | -2 |
| CC[C@]12C(=O)N(C)C[C@H]([C@@H]3C(=O)N(Cc4ccccc4)C(=O)[C@@H]31)N2C(=O)c1ccccc1 | 0.0 | 0 | -3 | 0.8 | -5 | 0.5 | -1.1 | -1.2 | 0.1 | 0.1 | 0 |
| O=C1C=CC(=O)c2c(O)c(N3CCN(CCOCCO)CC3)c(Br)c(O)c21 | -3.7 | 5 | -51 | 2.6 | -40 | 1.9 | 14* | -1.5 | -3.2 | -0.7 | -18 |
| COc1ccc(C(c2c[nH]c3ccccc23)c2c[nH]c3ccccc23)cc1O | -1.1 | 2 | -8 | -0.9 | 2 | 2.6 | 2.5 | 2.8* | 5.0 | 5.0 | -80 |
| COc1cc(/C=C/C(=O)O[C@H]2[C@H](O[C@@H]3O[C@@H](C)[C@H](O)[C@@H](O)[C@H]3O)[C@@H](O)[C@H](OCCc3ccc(O)c(OC)c3)O[C@@H]2CO)ccc1O | -0.2 | 0 | -61 | -0.7 | -1 | -0.1 | 0.0 | -1.2 | 0.2 | -1.2 | -3 |

Screening data: PubChem BioAssay, several laboratories
